proCasp7 act: activates human procaspase-7, counter-screen for procaspase-3 activators | activation, % at 8.5 µM | recombinant procaspase-7, Ac-DEVD-pNA absorbance 405 nm; D23A/D198A/D206A triple mutant, cannot self-cleave; scale: DMSO 0, 5 µM enzyme 100 | actives 0.093% (n = 330,000) | AID 463210;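 active means percent activation above the screen-wide mean plus 3 SD, cut at about 25% in these data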
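buffer or medium = Zinc-free HEPES/NaCl buffer, pH 7.4 | material = Procaspase-7 triple mutant (PC-7 D3A) | input = 2 µM procaspase-7 mutant as dispensed | signal = Epi-absorbance of released pNA at 405 nm, two timepoints | timing = 1 h preincubation, 2 h reaction | replicates = singlicate compound testing | evaluation = % activation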
CTSL1 counter: counter-screen for PFM18AAP inhibitors: inhibitors of F. hepatica cathepsin L1; inhibition, % at 5.96 µM; recombinant F. hepatica cathepsin L1, Z-Leu-Arg-MCA fluorescence; actives 0.49% (n = 300,000); AID 1906;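 active means inhibition above the mean of all tested compounds plus 3 SD, set per screening campaign, cut at about 17% in these data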;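 further: 0% = plate median of test compound wells and 100% = 1 µM Z-Phe-Ala-diazomethylketone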
procasp3 activ: activators of human procaspase-3; P42574; recombinant procaspase-3 D3A, Ac-DEVD-pNA absorbance 405 nm; activation, % at 8.5 µM; actives 0.11% (n = 330,000);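 active means activation above the mean of all tested compounds plus 3 SD, cut at about 21% in these data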;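 further: 0% = DMSO alone and 100% = DMSO wells spiked with extra 5 µM PC-3 D3A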
Target sequence (P42574 whole entry D9A/D28A/D175A): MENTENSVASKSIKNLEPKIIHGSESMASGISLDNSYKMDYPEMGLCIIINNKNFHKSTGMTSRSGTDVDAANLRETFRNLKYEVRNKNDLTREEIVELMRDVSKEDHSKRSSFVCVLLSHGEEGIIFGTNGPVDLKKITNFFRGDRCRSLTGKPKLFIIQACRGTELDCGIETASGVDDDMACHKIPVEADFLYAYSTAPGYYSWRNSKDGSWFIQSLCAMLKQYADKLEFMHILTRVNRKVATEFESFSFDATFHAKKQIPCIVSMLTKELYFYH
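Test system: Procaspase-3 D3A mutant; medium: Zinc-free HEPES/NaCl buffer with 0.01% Triton X-100 at pH 7.4; reagent: DEVD-pNA substrate; doses: one concentration, 8.5 µM nominal, 0.8% DMSO; times: 1 h preincubation plus 2 h reaction at 25 °C; signal: Epi-absorbance at 405 nm of released p-nitroaniline, 0 and 120 min; replicates: singlicate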
HCV core dimer: HCV core protein dimerization inhibition | TR-FRET GST/Flag-core106 dimerization, 1536-well | inhibition, % at 5 µM | actives 0.33% (n = 300,000) | AID 1899;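 active means inhibition above the mean of all tested compounds plus 3 SD, set per screening campaign, cut at about 45% in these data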
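Assay system – GST-tagged and Flag-tagged HCV core protein residues 1-106 · Quantity – core106 proteins, GST 13.5 nM and Flag 17 nM · Benchmarks – unlabelled core106 and no-GST-core106 wells · Read-out basis – percent inhibition of core106 dimerization signal · Detection – time-resolved FRET, ex 340 nm, em 617 and 671 nm · Schedule – 4 h at 22.5 °C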
PP1 inh: PP1-alpha (human) inhibition in PP5 counter-screen; inhibition, % at 6.7 µM; AID 2235; purified PP1alpha, OMFP fluorescence; P62136; actives 0.9% (n = 320,000);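 active means inhibition above the mean inhibition of all tested compounds plus 3 SD, computed separately for each screening campaign, cut at about 15% in these data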
PP5 inh: PP5 (human) phosphatase inhibition | P53041 | purified PP5c, OMFP substrate fluorescence | inhibition, % at 6.7 µM | actives 0.18% (n = 320,000);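 active means inhibition above the campaign's mean inhibition across all tested compounds plus 3 SD, cut at about 9.5% in these data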;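 further: 0% = DMSO only and 100% = 100 µM cantharidin control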
TPT1 inhibitor: blocks Candida albicans tRNA 2'-phosphotransferase | recombinant caTPT1, FP RNA substrate dephosphorylation | inhibition, % at 5 µM | actives 0.81% (n = 300,000);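 active means inhibition above the mean of all tested compounds plus 3 SD, set per screening campaign, cut at about 24% in these data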;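 further: plate controls were DMSO alone for no effect and ferristatin control at 100 nM for full effect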
AHR act: human AHR activation | P35869 | AHR-responsive luciferase reporter cells, luminescence | activation, % at 5 µM | actives 2.5% (n = 320,000) | AID 2796; in the data active means activation above about 47%;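 further: 0% = vehicle wells and 100% = reference agonist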
Target sequence (P35869 whole entry, looked up): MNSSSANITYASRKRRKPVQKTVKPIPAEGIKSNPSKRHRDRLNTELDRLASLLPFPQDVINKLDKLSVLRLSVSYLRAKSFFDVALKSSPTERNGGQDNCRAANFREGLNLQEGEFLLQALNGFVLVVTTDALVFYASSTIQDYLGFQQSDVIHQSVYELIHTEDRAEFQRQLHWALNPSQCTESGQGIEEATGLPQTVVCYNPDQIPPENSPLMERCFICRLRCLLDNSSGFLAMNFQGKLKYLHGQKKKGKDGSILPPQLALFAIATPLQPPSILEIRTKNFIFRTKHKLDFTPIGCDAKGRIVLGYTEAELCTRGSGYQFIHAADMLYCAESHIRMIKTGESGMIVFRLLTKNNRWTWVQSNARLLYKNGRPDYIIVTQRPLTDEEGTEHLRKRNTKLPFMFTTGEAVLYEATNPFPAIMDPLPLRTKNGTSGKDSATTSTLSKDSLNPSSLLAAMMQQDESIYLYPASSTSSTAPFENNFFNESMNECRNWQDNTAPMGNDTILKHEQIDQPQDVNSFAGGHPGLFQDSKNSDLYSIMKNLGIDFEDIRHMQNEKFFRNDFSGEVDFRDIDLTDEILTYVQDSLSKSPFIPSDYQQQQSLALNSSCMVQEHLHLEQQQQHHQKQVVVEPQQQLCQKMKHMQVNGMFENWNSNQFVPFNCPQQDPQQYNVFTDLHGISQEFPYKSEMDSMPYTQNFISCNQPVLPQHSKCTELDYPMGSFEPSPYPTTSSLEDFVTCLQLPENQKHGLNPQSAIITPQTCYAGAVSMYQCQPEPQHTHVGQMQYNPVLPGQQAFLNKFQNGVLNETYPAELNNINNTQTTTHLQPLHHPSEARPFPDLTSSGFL
PAFAH2 inh: inhibitors of human PAFAH2 | recombinant PAFAH2, FP-rhodamine activity probe, fluorescence polarization | inhibition, % at 3.39 µM | actives 0.99% (n = 340,000) | AID 492956;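 active means inhibition above the mean over all tested compounds plus 3 SD, cut at about 30% in these data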;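 further: inhibitors block probe labeling of enzyme so polarization drops; 0% = enzyme with DMSO and 100% = wells lacking PAFAH2 protein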
* hit, by the source's call; · = no result given.

Below each SMILES – proCasp7 act | CTSL1 counter | procasp3 activ | HCV core dimer | PP1 inh | PP5 inh | TPT1 inhibitor | AHR act | PAFAH2 inh
[1] CC(C)(CO)CNC(=O)CC1C(=O)NCCN1CC(c1ccccc1)c1ccccc1 (stereo unspecified)
    -8 | -5 | -14 | -2 | -7 | 3.8 | 0 | 1 | -5
[2] O=C(CCNC(=O)C1CCN(S(=O)(=O)c2ccccc2)CC1)NCCc1cccc(F)c1
    2 | -3 | 11 | -1 | -3 | -2.4 | -1 | -1 | 11
[3] CCN(CC)C(=O)Cn1cc(C(=O)C2CC2)c2ccccc21
    9 | -8 | 0 | -4 | -4 | -2.0 | -4 | 1 | -2
[4] COc1ccc([C@H]2/C=C\CN(C(=O)[C@H](Cc3ccccc3)NC(=O)OCC3c4ccccc4-c4ccccc43)CC(=O)N2Cc2ccc(F)cc2)cc1
    4 | 0 | 5 | 6 | 8 | 2.4 | -3 | 1 | 9
[5] CCOc1ccc(S(=O)(=O)Nc2cc(C)ccn2)c2ccccc12
    -8 | 4 | 8 | 0 | -1 | -1.6 | 2 | 6 | 7
[6] CCCOP(=O)(c1ccc(N(C)C)cc1)C(O)c1ccccc1OC (stereo unspecified)
    4 | 1 | 0 | 0 | -2 | 1.8 | 0 | 0 | -6
[7] S=C(Nc1ccc(Cl)c(Cl)c1)NC1CCCCC1
    2 | -3 | 2 | -3 | 6 | 6.4 | -1 | -4 | -15
[8] COc1ccc(C2CC(=O)C3=C(C2)Nc2ccccc2NC3c2coc3ccccc3c2=O)cc1OC (stereo unspecified)
    3 | 1 | 0 | -5 | 4 | -0.8 | 8 | 4 | -1
[9] CN(CC(=O)Nc1ccccc1Br)CC(=O)Nc1ccccc1C(F)(F)F
    -1 | 1 | 0 | -3 | 1 | 0.0 | 2 | -2 | 3
[10] CCC(C)(C)n1nnnc1CN1CCN(c2ccc(OC)cc2)CC1
    9 | -1 | 0 | 2 | 2 | -2.0 | -2 | 1 | 5

Rewritten with one line to a screen: part of the list above
[1] CC(C)(CO)CNC(=O)CC1C(=O)NCCN1CC(c1ccccc1)c1ccccc1 (stereo unspecified)
[3] CCN(CC)C(=O)Cn1cc(C(=O)C2CC2)c2ccccc21

| Screen / compound no. | 1 | 3 |
| --- | --- | --- |
| proCasp7 act | -8 | 9 |
| CTSL1 counter | -5 | -8 |
| procasp3 activ | -14 | 0 |
| HCV core dimer | -2 | -4 |
| PP1 inh | -7 | -4 |
| PP5 inh | 3.8 | -2.0 |
| TPT1 inhibitor | 0 | -4 |
| AHR act | 1 | 1 |
| PAFAH2 inh | -5 | -2 |

Remaining list, next part:
Below each SMILES – proCasp7 act | CTSL1 counter | procasp3 activ | HCV core dimer | PP1 inh | PP5 inh | TPT1 inhibitor | AHR act | PAFAH2 inh
[11] CCc1ccc2[nH]c(=O)c(C(c3nnnn3CCOC)N3CCN(c4ccc(F)cc4)CC3)cc2c1 (stereo unspecified)
    -2 | 0 | 5 | 9 | 1 | 0.6 | 3 | 6 | 3
[12] O=C1OC/C(=C(/O)c2ccc(Cl)cc2)C1=O
    -8 | -1 | -8 | -6 | 2 | 1.4 | 0 | 0 | 8
[13] CN1CCN(CCc2nc3cc(NC(=O)COc4ccc(Cl)cc4)ccc3n2C)CC1
    10 | 6 | -1 | -7 | 0 | -0.1 | -5 | -2 | -3
[14] CCc1ccc(NC(=O)Cn2nnc(C(=O)NCCc3ccc(OC)c(OC)c3)c2N)cc1
    1 | -1 | 6 | 4 | -1 | 2.0 | 0 | 2 | 2
[15] Cc1cc[n+](-c2ccccc2)c2ccccc12
    1 | -1 | -1 | 5 | -1 | -0.2 | 2 | 1 | -4
[16] COc1ccc(NC(=O)CSc2nnc(-c3cccs3)n2-c2ccccc2)cc1
    -3 | 1 | 0 | 5 | 1 | -0.8 | -3 | -3 | 11
[17] O=C(NCC1CCCO1)C(=O)N/N=C/c1ccc(OCc2ccccc2Cl)cc1 (stereo unspecified)
    -4 | 0 | 6 | 1 | -1 | -0.6 | -4 | 0 | 5
[18] O=C(O)C1C2C=CC(C2)C1C(=O)Nc1cccc(C(F)(F)F)c1 (stereo unspecified)
    8 | -3 | 7 | -4 | -1 | 4.0 | 0 | -2 | 9
[19] Cc1cc(=O)oc2cc(OCC(=O)Nc3ccc(CN4CCOCC4)cc3)ccc12
    3 | -3 | 1 | -5 | -1 | 2.2 | -2 | -2 | 0
[20] O=C(Nc1ccc(Cl)c(C(F)(F)F)c1)c1ccco1
    8 | 0 | 0 | 0 | 0 | 5.2 | -1 | 82* | 1
[21] CCN1CCN(C(=O)CCN2C(=O)COc3ccc(C)cc32)CC1
    14 | -1 | -1 | -2 | -1 | -1.0 | -2 | -2 | -5
[22] CC(C)(C)[C@@H]1COC(=O)[C@@H](NC(=O)OCC2c3ccccc3-c3ccccc32)C/C=C\C[C@@H](CC(=O)NCCO)C(=O)N1
    16 | · | -2 | · | · | · | · | -1 | 1
[23] Cc1ccc2c(CC(=O)NNC(=O)c3ccccc3O)coc2c1
    -5 | -1 | 10 | 0 | -2 | -1.6 | 4 | 19 | 9
[24] Cc1cc(C)n2nc3nc4c(cc3c2n1)CCCC4
    2 | 0 | -2 | 6 | -5 | -0.1 | -24 | 4 | 20
[25] O=C(Cc1cccs1)Nc1nnc(SCc2ccc(F)cc2)s1
    9 | 2 | 3 | 8 | -2 | 2.5 | 1 | -3 | -3
[26] C=C1CCC[C@]2(C)C[C@H]3OC(=O)C(CN(Cc4ccc(OC)c(OC)c4)CC(C)O)[C@H]3CC12 (stereo partly specified)
    8 | -1 | 0 | 12 | 1 | 2.6 | 3 | 2 | 15
[27] O=S(=O)(NCC(Nc1ccc(Cl)cc1)c1ccccc1)c1ccccc1 (stereo unspecified)
    0 | 1 | 2 | 5 | 1 | 1.9 | -1 | 0 | -2
[28] Cc1ccc(NC(=O)Cn2nnc3ccccc3c2=O)cc1C
    7 | -1 | 4 | 3 | -2 | -3.1 | 0 | 8 | -2
[29] Cc1cc(C(=O)OCC(=O)N2CC(C)CC(C)C2)c(C)o1 (stereo unspecified)
    1 | -2 | 5 | 7 | -3 | -0.7 | 1 | -2 | -2
[30] COc1ccc(-c2cc(C(F)(F)F)n3ncc(C(=O)N4CCCCC4c4cccnc4)c3n2)cc1 (stereo unspecified)
    -1 | 1 | -3 | 9 | 2 | -0.3 | 4 | 14 | 3
[31] COc1ccc(S(=O)(=O)N2CCN(C)CC2)cn1
    7 | -2 | -2 | 6 | -4 | 4.0 | 0 | 1 | 8
[32] CC(c1ccccc1)n1c(Br)nc2c1c(=O)[nH]c(=O)n2C (stereo unspecified)
    -3 | -6 | 4 | -5 | -1 | 2.2 | -2 | -2 | -5
[33] CC(C)(O)[C@H](O)COc1c2ccoc2cc2oc(=O)ccc12
    -3 | 0 | 2 | -8 | -3 | 4.9 | 3 | 45 | 0
[34] Cc1nonc1NC(=O)N1CCCC1
    3 | 1 | 5 | -2 | -4 | 1.1 | -6 | 1 | -2
[35] Cc1cc(C(=O)Nc2cccc3c2O[C@@H](CN(C)S(C)(=O)=O)[C@H](C)CN([C@@H](C)CO)C3=O)n(C)n1
    0 | · | 12 | · | · | · | · | -1 | 3
[36] CCCc1nc2ccccc2c(=O)n1/N=C/c1ccc(O)c(O)c1
    23 | 4 | -7 | -2 | -1 | 2.1 | 2 | 8 | 23
[37] CCN(C(=O)c1sc(N)c(C#N)c1C)C1CCCCC1
    12 | -3 | 4 | -2 | 1 | 2.7 | 0 | 1 | -1
[38] COC1CCN(Cc2cn(Cc3ccccc3)nc2-c2cc3ccccc3o2)CC1
    6 | 3 | 0 | -9 | 0 | 0.0 | -3 | 3 | 3
[39] COc1ccc(/C(C)=N\Nc2nc(-c3ccccc3)cc(=O)[nH]2)cc1
    3 | -3 | 1 | -3 | 2 | 0.7 | 0 | 16 | 4
[40] Cc1noc(C)c1S(=O)(=O)N(CC(=O)NC1CCCC1)c1ccc(C(C)C)cc1
    5 | 1 | 3 | -3 | -1 | -2.0 | 1 | 1 | 1
[41] Cc1cccc(N(CC(=O)Nc2ccc(-c3nc4ccc(C)cc4s3)cc2)S(C)(=O)=O)c1
    1 | 6 | 1 | -4 | 6 | -1.6 | 5 | 0 | -16
[42] COc1ccc(NC(=O)C2C3C=CC(C3)C2C(=O)NCc2ccco2)c(OC)c1 (stereo unspecified)
    -13 | 0 | -1 | -3 | -2 | 3.5 | -3 | 5 | 8
[43] COc1cccc(OC)c1-c1nn2c(-c3ccccc3Cl)nnc2s1
    1 | -2 | 6 | 14 | 0 | 0.5 | 2 | 24 | 4
[44] CCOC(=O)c1ccc(NC(=S)NNC(C)(C)C)cc1
    3 | -5 | -2 | -1 | -2 | 2.1 | -3 | 2 | ·
[45] COc1ccc([C@]2(C(C)C)ON(c3ccccc3C(F)(F)F)C2=O)cc1
    1 | · | 14 | · | -1 | -1.3 | · | 3 | 1
[46] COc1ccccc1Nc1ccc2nonc2c1[N+](=O)[O-]
    4 | 4 | 4 | 10 | -1 | -2.0 | -2 | 1 | 0
[47] CCOC(=O)COc1ccc(S(=O)(=O)N2CCN(c3ccccc3F)CC2)cc1
    6 | 2 | 0 | 4 | -3 | -0.1 | 109* | 0 | 2
[48] O=C(c1ccc(Br)o1)N1CC=C(c2ccccc2)CC1
    9 | · | -4 | · | · | · | · | 4 | 5
[49] COc1ccc(-n2nc(C(=O)NCC(=O)N3CCN(Cc4ccccc4)CC3)c3ccccc3c2=O)cc1OC
    -4 | 4 | -1 | 1 | 1 | -0.3 | 9 | 4 | -1
[50] NS(=O)(=O)c1ccc(N=Nc2c(=O)[nH]n3c(=O)c4c([nH]c23)CCCC4)cc1
    -3 | 7 | -10 | -26 | 4 | 2.5 | 0 | 1 | 7
[51] COc1cccc(NC(=O)CN(C)C(=O)c2cc(C)oc2C)c1
    13 | · | 0 | · | 3 | 0.7 | · | 0 | 3
[52] CC(=O)c1c(C)[nH]c(C(=O)COc2ccc(C#N)cc2)c1C
    4 | 5 | -1 | -2 | -4 | 0.7 | 3 | 25 | -2
[53] CCc1ccc(OCC(O)CN2CCN(c3ccc(OC)cc3)CC2)cc1 (stereo unspecified)
    -3 | 3 | 0 | -10 | 9 | 3.8 | -4 | 0 | -5
[54] CCC(=O)NC(=S)Nc1cccc(-c2nc3ncccc3o2)c1
    7 | 3 | 0 | -1 | -3 | -2.7 | -2 | -1 | 2
[55] CC(NC(=O)C1CCC(CNC(=O)[C@@H]2Cc3ccccc3CN2)CC1)c1ccccc1 (stereo partly specified)
    -6 | 3 | 1 | -17 | 6 | 1.6 | -5 | 0 | 1
[56] Cc1noc(N)c1C(=O)Nc1ccc(C(C)(C)C)cc1
    -7 | 1 | 7 | 1 | -2 | 0.2 | -2 | 22 | 4
[57] C=CCN(C(=O)c1csnn1)C(C(=O)NCc1ccccc1)c1ccccc1F (stereo unspecified)
    8 | -3 | 6 | 0 | -3 | -4.5 | -4 | -2 | 9
[58] O=C(/C=C/c1ccc(Cl)cc1Cl)NCCSc1ccccc1
    -2 | 0 | 6 | 12 | 0 | 2.3 | -2 | 4 | -5

Bioassay records as filed in PubChem.
